High-throughput results as filed in PubChem.
DYRK1A inh – inhibitors of rat Dyrk1A kinase; Q63470; ADP-Glo luminescence, NFATc1 peptide; inhibition, % at 12.5 µM; 310,000 tested, 0.43% active; AID 504441; in the data active = inhibition above about 50%;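 also: plate controls were vehicle with enzyme for no effect and no enzyme for full effect; many of its hits are not listed in these tables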
HDAC3 inh – inhibitors of human histone deacetylase 3; 320,000 tested, 0.15% active; recombinant HDAC3, fluorogenic peptide/trypsin coupled, fluorescence; inhibition, % at 8.3 µM; O15379; AID 2718; in the data active = inhibition above about 26%, passing the limit was not always enough; inconclusive = no clear call, values can overlap the other calls
Target sequence (O15379 whole entry, looked up): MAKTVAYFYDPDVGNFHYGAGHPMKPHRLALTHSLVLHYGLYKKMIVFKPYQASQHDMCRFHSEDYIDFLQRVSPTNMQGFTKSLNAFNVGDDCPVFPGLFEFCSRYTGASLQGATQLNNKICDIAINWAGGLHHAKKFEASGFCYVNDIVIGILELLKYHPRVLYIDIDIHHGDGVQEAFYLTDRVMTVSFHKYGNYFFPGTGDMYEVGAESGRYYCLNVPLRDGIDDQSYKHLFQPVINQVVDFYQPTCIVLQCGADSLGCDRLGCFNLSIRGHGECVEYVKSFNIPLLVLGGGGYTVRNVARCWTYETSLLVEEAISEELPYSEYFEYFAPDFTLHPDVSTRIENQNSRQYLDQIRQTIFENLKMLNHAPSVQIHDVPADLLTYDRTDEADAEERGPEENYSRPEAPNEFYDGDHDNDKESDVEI
GSK3B inh – human GSK3beta kinase inhibition | GST-GSK3beta kinase, ADP-Glo luminescence, 60 min; active compounds read low | activity score (negative = inhibition), % at 10 µM | 300,000 tested, 0.038% active | AID 2097;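 active = more than half of replicate wells score below -50%, meaning over 50% inhibition versus plate controls; inconclusive = some replicates but at most half score below -50%; inactive = no replicate scores below -50%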;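 also: 0% = median DMSO wells and -100% = median GW8510 positive control wells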
Target sequence (P49841 whole entry, looked up): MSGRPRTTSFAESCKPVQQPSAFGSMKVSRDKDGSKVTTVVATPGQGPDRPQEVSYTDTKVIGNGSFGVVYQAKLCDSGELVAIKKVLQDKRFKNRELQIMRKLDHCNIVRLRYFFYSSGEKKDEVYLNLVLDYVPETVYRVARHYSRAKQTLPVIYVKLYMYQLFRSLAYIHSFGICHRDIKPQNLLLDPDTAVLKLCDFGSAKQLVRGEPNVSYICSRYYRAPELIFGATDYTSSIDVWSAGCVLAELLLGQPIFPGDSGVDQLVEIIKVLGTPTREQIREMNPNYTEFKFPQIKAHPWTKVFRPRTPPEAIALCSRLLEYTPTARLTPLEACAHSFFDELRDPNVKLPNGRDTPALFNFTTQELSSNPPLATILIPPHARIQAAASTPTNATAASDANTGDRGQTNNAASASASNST
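Test system: GST-fused GSK3beta enzyme, cell-free | Quantity: 1.6 ng GST-GSK3beta enzyme per well | Reagent: 25 µM ATP with peptide substrate | Schedule: 60 min enzyme reaction, room temperature | Signal: Luminescent ADP-Glo measurement of ADP formed | Read-out basis: Score relative to plate controls | Control set: DMSO and 20 µM GW8510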
AI-2 QS modul – modulates the Vibrio harveyi AI-2 quorum sensing system. 300,000 tested, 0.4% active. Vibrio harveyi JMH597 AI-2 luminescence/OD600 ratio, 9 h; active compounds read low; strain lacks LuxN and CqsS sensors; 0 = neutral-control median. activity change, % at 7.5 µM; in the data active = activity change below about -75%, passing the limit was not always enough; inconclusive = no clear call, values can overlap the other calls;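 also: luminescence divided by OD600 gain over 9 h not by final OD600 alone; inactives centre near 13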
HSF-1 act – increases HSF-1 driven luciferase reporter signal; NIH3T3-HGL HSF-1 luciferase reporter, MG132, 8 h; 100% = twice DMSO control signal; activation, % at 9 µM; 300,000 tested, 1.7% active; AID 504408;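 active = mean replicate activation of at least 50% with a set share of replicates each reaching 50%; inconclusive = only one of those two conditions met; inactive = mean below 50% and too few replicates reaching it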;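 also: 0% = median of the neutral control wells and 100% = twice that signal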
PolyA inh – blocks polyadenylation in yeast reporter cells; S. cerevisiae SKY197-pL101 polyadenylation reporter, beta-gal luminescence; efflux-impaired pdr1/pdr3 knockout yeast; score 100 = 6 SD above DMSO; calls only at 12 µM; 300,000 tested, 0.02% active;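 active = lowest replicate activity score at least 50, where 100 means six control SD above control mean; inconclusive = lowest score under 50 but half or more replicates reach 50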;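 also: yeast exposed to compound for 9 h at 30 °C; higher score means more reporter readthrough which indicates perturbed polyadenylation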
HSF1 inh – HSF1 inhibition | NIH3T3-HGL HSE-luciferase, MG132-induced, luminescence 8 h; active compounds read low | activity change, negative = inhibition, % at 7.5 µM (by protocol) | 300,000 tested, 0.77% active | AID 2098;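 active = more than half of replicate wells show activity change below -50%, luminescence cut by over half; inconclusive = some wells, but at most half, below -50%; inactive = no replicate well below -50%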;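 also: luciferase reports HSF-1 transcriptional activity via heat shock element; 0% = median of DMSO wells and -100% = zero luminescence signal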
Platelet DG rel – modulates dense granule release in human platelets; human platelet-rich plasma, SFLLRN dense granule ATP release, luminescence; inhibition, %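 (compounds screened at 7.5 µM in platelet-rich plasma)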; 300,000 tested, 0.22% active;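 active = mean replicate score, as percent of positive control, at or above 50; inconclusive = mean below 50 but at least one replicate at or above 50; inactive = mean and every replicate below 50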
GSK3 alpha inh – blocks human GSK-3 alpha kinase; P49840; ADP-Glo luminescence, 60 min; inhibition, % at 10 µM; 320,000 tested, 0.1% active; AID 2650;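 in the data active = inhibition above about 50%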;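 also: GST-tagged GSK-3 alpha with peptide substrate and 25 µM ATP; 0% = DMSO neutral wells and 100% = GW8510 positive control wells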
HSP90 inh – blocks HSP90-mediated luciferase refolding in reticulocyte lysate | Rabbit reticulocyte lysate, luciferase refolding luminescence, 3 h | inhibition, % at 5.6 µM | 290,000 tested, 0.91% active;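 active = inhibition above the screen-wide mean plus 3 SD, computed separately per campaign, cut at about 16% in these data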;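 also: 0% = DMSO wells and 100% = 60 µM geldanamycin wells; inhibitors lower the luminescence because luciferase stays unfolded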
Numbers without * were called inactive; i = inactive; ? = inconclusive; . = not tested or not shown.

Order of values: DYRK1A inh	HDAC3 inh	GSK3B inh	AI-2 QS modul	HSF-1 act	PolyA inh	HSF1 inh	Platelet DG rel	GSK3 alpha inh	HSP90 inh
- O=C(N/N=C/c1ccco1)c1ccc(NC(=O)c2ccccc2Cl)cc1
  0	2	-4	22	46	i	4	5	-3	2
- O=C(CNc1cccc([N+](=O)[O-])c1)N/N=C/c1ccc([N+](=O)[O-])o1
  -5	2	1	28	43	i	17	-1	0	3
- CCOCCCNC(=O)c1cccc(NC(=O)C2=C(C)OCCS2)c1
  4	6	-1	29	6	i	-2	-5	0	-4
- CC(C)C[C@H](NC(=O)NCc1ccc(Cl)cc1)C(=O)O
  0	5	2	21	-1	i	-9	1	0	4
- COc1ccc(CCNC(=O)COC(=O)c2ccccc2NCCO)cc1OC
  0	-36	1	36	-9	i	-1	-2	1	.
- O=C(c1cc(COc2ccc(F)cc2Cl)on1)N1CCc2sccc2C1
  3	2	2	17	29	i	12	-12	-2	2
- COc1ccccc1-c1nnc(SCC(=O)c2ccc(C3CCCCC3)cc2)n1Cc1ccco1
  -11	17	2	14	43	i	16	1	.	8
- COc1cccc(NC(=O)Cn2cnc3c(oc4nc5c(cc43)CCCC5)c2=O)c1
  6	-5	4	-3	9	i	9	3	2	3
- CC(C)c1ccc(CNc2ccc3c(c2)ncn3C)cc1
  -3	-4	2	-79*	-2	i	0	-3	-3	-6
- CCc1c(C)c2c(C)nn(-c3ccccc3)c2oc1=O
  -2	3	1	-5	-3	i	-9	-1	3	1
- CCCNc1c(NS(=O)(=O)c2ccc(C3CCCCC3)cc2)c(=O)oc2ccccc12
  0	3	3	10	28	i	3	-3	0	3
- CC(C)NC(=O)CN(C(=O)CCC(=O)Nc1nccs1)c1ccc2c(c1)OCO2
  1	8	2	5	66*	i	22	-2	0	-3
- OCCNc1nc(Nc2ccccc2Cl)nc(N2CCCC2)n1
  6	-7	1	7	-11	i	-10	-8	-1	.
- CCc1nc(N2CCN(C(=O)c3ccccc3)CC2)c2c3c(sc2n1)CCCC3
  .	9	-1	37	0	i	5	2	-4	2
- Cc1ccc(S(=O)(=O)C2CCCCC2=O)cc1 (stereo not given)
  -5	3	4	15	-46	i	-33	-6	-2	-1
- O=C(Nc1cccnc1Cl)c1cccs1
  -7	-9	1	24	-5	i	-1	-3	-2	-4
- CCOC(=O)NC(=S)c1ccc[nH]1
  -2	5	1	7	-3	i	0	1	9	1
- O=C(CCCC(=O)N(CC(=O)NC1CCCC1)C1CCCC1)Nc1ccccn1
  10	-8	0	14	3	i	7	10	0	0
- CCOC(=O)Cn1c(-c2cccnc2Cl)nc2ccccc21
  80*	2	2	25	-5	i	-1	3	-2	5
- O=C(COc1ccc(Cl)cc1)NCc1nnc(SCC(=O)Nc2ccccc2F)o1
  -3	0	1	6	24	i	5	-5	1	-4

(more compounds)
Order of values: DYRK1A inh	HDAC3 inh	GSK3B inh	AI-2 QS modul	HSF-1 act	PolyA inh	HSF1 inh	Platelet DG rel	GSK3 alpha inh	HSP90 inh
- COC(=O)c1ccccc1NC(=S)NC(NC(=O)c1ccco1)C(Cl)(Cl)Cl (stereo not given)
  -1	4	2	20	43	i	22	-5	2	2
- Cc1ccc(S(=O)(=O)/C(C#N)=C/c2c(N3CC(C)OC(C)C3)nc3ccccn3c2=O)cc1 (stereo not given)
  -3	11	1	22	-16	i	-4	0	-2	5
- CCOC(=O)c1c(C)oc2c1c(CN1CCN(C(=O)OCC)CC1)c(O)c1ccccc12
  .	.	0	27	4	i	6	-3	.	-1
- COc1cc(C2=NOC(C(=O)Nc3ccc(C(C)=O)cc3)C2)cc(OC)c1OC (stereo not given)
  2	0	2	22	6	i	6	-5	0	-1
- Cc1cccc(OCC(=O)Nc2cccc(C(=O)NCC(C)C)c2)c1
  1	3	0	-1	-85	i	-81*	-2	-3	-2
- CCOC(=O)c1[nH]c(COC(=O)c2ccccc2NC(=O)c2ccco2)c(C(=O)OCC)c1C
  -5	-4	-4	9	-4	i	2	4	0	-1
- COc1ccc(C(=O)NCCN2CCCC2)cc1OC
  1	-9	9	9	-9	i	-4	-4	7	3
- Cc1ccc(S(=O)CCNC(=O)Cc2ccccc2)cc1 (stereo not given)
  -6	1	-3	21	2	i	-8	-2	0	3
- COc1ccc(NC(=O)C/C(C)=N/NC(=O)c2ccccn2)c(OC)c1
  -2	5	1	11	46	i	41	11	-3	8
- O=C(CCCn1cnc2ccccc2c1=O)Nc1ccccc1F
  -4	4	-1	10	-5	i	1	11	0	-5
- C/C(=C1/SC(N2CCOCC2)=NC1=O)c1ccc(Cl)cc1
  -6	9	0	11	17	i	4	-6	-2	3
- Brc1ccc(-c2nnc3sc(CN4CCC5(CC4)OCCO5)cn23)cc1
  0	2	-3	-8	0	i	0	4	0	0
- COC(=O)c1ccc(CSc2nncn2C)cc1
  -4	5	4	9	-8	i	-12	-2	2	3
- CCN1CCN(C(c2cccc(OC)c2OC)c2nnnn2Cc2ccco2)CC1 (stereo not given)
  1	4	6	11	7	i	-3	-2	-2	-5
- COCCOc1ccc(C(F)(F)F)cc1NC(=O)COC(=O)C1=COCCO1
  7	-1	1	19	27	i	12	-25	14	.
- COc1ccccc1-n1c(SCC(N)=O)nc2sc3c(c2c1=O)CCC3
  -2	-1	1	16	13	i	-4	0	-1	3
- CC1CCN(C(=O)Cn2c3ccccc3c3nc4n(c(=O)c32)CCS4)CC1
  -2	-3	1	42	21	i	3	-2	4	2
- Cc1ccc(C(=O)C2CCN(CC(=O)NCc3ccc(F)cc3)CC2)cc1
  0	0	2	-5	1	i	0	-21	-1	1
- C=CCNC(=O)CSc1nc2scc(-c3ccco3)c2c(=O)n1CC=C
  -10	0	-4	5	-4	i	-5	2	0	3
- NS(=O)(=O)c1ccc(O)c(N2C(=O)c3cccc4c(C(=O)O)ccc(c34)C2=O)c1
  -6	7	1	4	.	i	.	-1	0	-1

Continuation:
Order of values: DYRK1A inh	HDAC3 inh	GSK3B inh	AI-2 QS modul	HSF-1 act	PolyA inh	HSF1 inh	Platelet DG rel	GSK3 alpha inh	HSP90 inh
- Cc1cc(S(=O)(=O)Nc2ccc(C(=O)NCC(C)(C)N3CCOCC3)cc2)ccc1F
  -3	1	0	4	-75	i	-68*	-5	-2	-4
- Cc1ccc(-c2nc(CNC(=O)c3cc(C)on3)cs2)cc1
  6	-6	4	?	-1	i	12	-18	-2	1
- CCOc1ccccc1NC(=O)c1cccc2c1C(=O)N(C1CCCCC1)C2
  .	0	-4	26	-2	i	9	2	1	-2
- CCC(CC)C(=O)N1CC(=O)Nc2ccc(Br)cc2C1c1ccccc1 (stereo not given)
  4	-1	0	16	16	i	6	1	-1	-2
- COc1ccc2ccccc2c1CNCCCN1CCOCC1
  .	-8	0	23	.	.	.	.	0	4
- COc1ccccc1Nc1nc(C)cc(C)c1C(N)=O
  -6	0	-3	7	-12	i	6	-2	3	-3
- COc1ccc(-c2cccc(C(=O)Nc3ccccc3C)c2)cc1
  -4	-1	1	10	10	i	7	12	0	0
- CCOc1cc(Cl)c(CNCCCN2CCOCC2)cc1OC
  13	0	3	17	3	.	-2	-9	-3	3
- CN1CCN(C(=O)C2CCCN(S(=O)(=O)c3ccc(Br)cc3)C2)CC1 (stereo not given)
  -2	-2	0	-1	11	i	-2	-4	-1	0
- CN(CCC#N)C(=O)CSc1nnc(-c2ccco2)n1N
  -3	3	1	19	15	i	7	1	-2	6
- Fc1ccc(NC(=S)N2CCn3cccc3C2c2cccnc2)cc1 (stereo not given)
  .	1	-4	42	8	i	6	5	10	-1
- Cc1ccc(S(=O)(=O)ON2C(=O)c3ccccc3C2=O)c(C)c1
  2	59*	.	.	.	.	.	.	-1	-1
- Cc1ccc(Nc2nc(CSc3nnnn3-c3ccccc3)cs2)cc1
  0	2	0	2	70*	i	31	4	0	0
- Cc1nccn1CC(O)Cn1c2ccccc2c2ccccc21 (stereo not given)
  1	-6	0	-1	-3	i	-8	-1	-2	4
- O=C(CC1C(=O)N(c2ccc(Cl)cc2)C(=S)N1CCc1ccncc1)Nc1ccc(F)cc1 (stereo not given)
  1	10	-23	5	22	i	-1	3	0	3
- Cn1c(=O)c2ncn(CC(=O)NCCOc3ccccc3)c2n(C)c1=O
  -9	-2	-5	29	-13	i	-4	1	.	3
- O=C(C1CC1)N1CCN=C1SCc1cccc(F)c1
  -19	0	.	.	.	.	.	.	0	-6
- COc1ccc(-c2nc(-c3cccnc3)no2)cc1
  .	-1	-1	19	44	i	13	16	-1	8
- CCCCOc1ccccc1NC(=O)CC1SC(=NCC)N(CC)C1=O (stereo not given)
  9	4	3	23	26	i	6	0	-2	3
- O=C(Cn1cc([N+](=O)[O-])ccc1=O)N1CCCc2ccccc21
  7	1	-4	9	-7	i	-3	-15	-3	.

More results:
Order of values: DYRK1A inh	HDAC3 inh	GSK3B inh	AI-2 QS modul	HSF-1 act	PolyA inh	HSF1 inh	Platelet DG rel	GSK3 alpha inh	HSP90 inh
- O=C(N/N=C/c1cc([N+](=O)[O-])ccc1O)c1cc(-c2ccccc2)nc2ccccc12
  -4	3	1	16	-13	i	-9	2	-1	4
- CN1C(=O)c2ccc(S(=O)(=O)c3ccc(C(=O)O)cc3)cc2C1=O
  -1	3	-1	-5	.	i	.	-5	-3	5
- O=C(NC1CCCC1)C(c1ccccn1)N(Cc1ccccc1F)C(=O)c1csnn1 (stereo not given)
  -2	-3	0	14	-4	i	-7	8	3	2
- CC(C)OC(=O)CN1C(=O)c2ccccc2C1=O
  0	-1	2	7	12	i	5	4	1	2
- C/C(=N\NC(=O)c1nnn(-c2nonc2N)c1-c1ccccc1)c1cccnc1
  -6	8	-19	11	.	.	.	.	.	-5
- Cc1cc(N2CCC(C)CC2)nc(-c2ccccc2O)n1
  7	-1	-25	9	0	i	-4	-7	.	-1
- COC(C(=O)Nc1ccnn1C1CCN(Cc2ccccn2)CC1)c1ccccc1 (stereo not given)
  2	6	0	29	-11	i	-13	6	-3	1
- COc1ccc(/C=C/C(=O)NCC(=O)N/N=C/c2cccnc2)cc1
  0	7	-1	10	5	i	4	-2	-1	9
- Cc1cc(C)nc(Sc2ccc([N+](=O)[O-])cc2[N+](=O)[O-])n1
  3	-10	0	13	66*	i	45	-1	1	-4
- Cn1c(SCC(=O)NC2CC2)nnc1-c1ccccn1
  4	8	-3	6	-8	i	-4	-5	4	-2
- Cc1ccc(S(=O)(=O)NC(C(=O)OCC(=O)NC(=O)c2cccn2C)C(C)C)cc1 (stereo not given)
  -3	-5	0	16	21	i	0	2	-3	5
- CCOC(=O)c1nc(-c2ccccc2)sc1C(C)=O
  -4	4	-3	-3	-17	i	-1	-7	-1	0
- Cc1cc(O)c(NC(=O)c2cc([N+](=O)[O-])ccc2Cl)cc1C
  5	5	4	29	100*	i	99	-2	1	-1
- COc1ccccc1/C=C/CN1CCCC(CCC(=O)NCc2ccccc2F)C1 (stereo not given)
  .	19	1	19	28	i	3	5	-2	1

These rows are one share of the data (hit frequency here may not be typical).
